High-throughput results as filed in PubChem.
LmPK inhibitor – inhibitors of Leishmania mexicana pyruvate kinase. hit rate 0.37% among 290,000. Potency, µM (top dose mostly 57.5 µM), inactives show top-dose activity change, negative = inhibition, usual class: inhibitors. purified LmPK, Kinase-Glo ATP luminescence, 1 h; note: potency is the fitted concentration of half-maximal effect
Target sequence (Q27686 whole entry, looked up): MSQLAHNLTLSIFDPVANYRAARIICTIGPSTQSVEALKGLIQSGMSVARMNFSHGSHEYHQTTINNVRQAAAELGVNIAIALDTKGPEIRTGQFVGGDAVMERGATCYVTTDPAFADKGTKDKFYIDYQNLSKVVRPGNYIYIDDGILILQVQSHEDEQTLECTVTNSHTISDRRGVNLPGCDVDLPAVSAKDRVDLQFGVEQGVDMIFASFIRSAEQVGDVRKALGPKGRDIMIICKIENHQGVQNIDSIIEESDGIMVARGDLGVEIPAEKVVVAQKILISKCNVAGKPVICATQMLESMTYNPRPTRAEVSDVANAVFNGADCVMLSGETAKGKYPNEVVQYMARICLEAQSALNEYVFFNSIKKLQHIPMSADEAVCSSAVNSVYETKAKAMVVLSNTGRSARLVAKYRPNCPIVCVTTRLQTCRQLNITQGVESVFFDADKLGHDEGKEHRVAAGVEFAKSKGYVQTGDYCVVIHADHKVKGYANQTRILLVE
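Kinase-Glo luminescence read after 1 h RT reaction of 0.1 nM LmPK with 0.5 mM PEP and 0.1 mM ADP. Activity scaled between uninhibited and enzyme-free controls.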
HCV inhibitor – inhibitors of hepatitis C virus infection. Potency, µM (top dose mostly 41.8 µM), inactives show top-dose activity change, negative = inhibition, actives largely listed as inhibitors. hit rate 3.4% among 340,000. Huh7.5.1 HCVcc-Cre infection, luciferase reporter, 44 h. AID 651820; note: potency is the fitted concentration of half-maximal effect
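Antiviral activity was scored by luciferase reporter output from cells infected with HCVcc-Cre (~0.5 moi) in presence of compound, 44 h infection period, cells seeded 1,000/well 4 h prior.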
TbPYK inhibitor – blocks Trypanosoma brucei pyruvate kinase; Q57TT1; Potency, µM (series often up to 76.8 µM), for inactives: at the top dose activity, negative = inhibition, usual class: inhibitors; hit rate 0.12% among 410,000; AID 624173; TbPYK enzyme, Kinase-Glo Plus ATP luminescence, 45 min; note: potency is the fitted concentration of half-maximal effect; nearly all actives have a fitted effect of over 50% in size
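Luminescent Kinase-Glo Plus end-point after 45 min room-temperature reaction of T. brucei pyruvate kinase started with 130 uM ADP (final). Buffer TEA 50 mM pH 7.2 with KCl, MgCl2, BSA, Tween-20; titration-based qHTS with fitted concentration-effect curves.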
AmpC detergent – blocks E. coli AmpC beta-lactamase in detergent assay; P00811; AmpC hydrolysis of nitrocefin, absorbance 480 nm, 0.01% Triton; Potency, µM (highest dose often 114 µM), without a hit: at the top dose activity change, negative = inhibition, hits mostly inhibitors; hit rate 0.041% among 370,000;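 note: potency is the fitted concentration of half-maximal effect; 0% = no-compound wells and -100% = no-enzyme wells; nearly all actives have a fitted effect of over 25% in size; some results filed as inactive show a strong effect at the top dose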
Target sequence (P00811 whole entry, looked up): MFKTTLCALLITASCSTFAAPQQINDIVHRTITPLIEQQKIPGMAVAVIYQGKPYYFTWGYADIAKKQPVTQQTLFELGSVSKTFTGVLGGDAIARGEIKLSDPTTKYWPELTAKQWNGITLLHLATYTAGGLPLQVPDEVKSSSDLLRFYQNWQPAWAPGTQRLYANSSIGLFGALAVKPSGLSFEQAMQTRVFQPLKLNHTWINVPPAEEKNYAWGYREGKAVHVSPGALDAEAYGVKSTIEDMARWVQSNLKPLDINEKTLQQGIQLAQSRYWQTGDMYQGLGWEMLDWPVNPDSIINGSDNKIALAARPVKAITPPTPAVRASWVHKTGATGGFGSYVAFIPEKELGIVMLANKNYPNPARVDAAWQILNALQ
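AmpC (5.3 nM in the dispensed reagent) in 20 mM phosphate pH 7.0 with 0.01% (detergent screen) or 0.0001% Triton X-100 was preincubated with compounds for 15 min at room temperature. Nitrocefin was then added from an 800 uM solution, and hydrolysis was followed at 480 nm.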
HCMV antiviral – inhibitors of human cytomegalovirus; HFF cells, HCMV-luciferase reporter, 72 h; stronger effect = lower value; hit rate 4.5% among 410,000; AID 1259415; activity change, negative = inhibition, % at 57.5 µM; in the data active = activity change below about -60%; inconclusive = no clear call, values can overlap the other calls; inactive = above about -39%
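Compounds were evaluated in HFFs infected with an HCMV luciferase reporter virus (MOI 1 PFU/cell). Luciferase in lysates collected 72 h post infection served as the replication measure.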
AmpC inh no detg – AmpC beta-lactamase inhibition without detergent; AID 485341; Potency, µM (doses to about 57.1 µM), for the others: at the highest dose activity change, negative = inhibition, actives largely listed as inhibitors; AmpC nitrocefin hydrolysis, absorbance 480 nm, 0.0001% Triton; hit rate 0.52% among 330,000; P00811;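 note: potency is the fitted concentration of half-maximal effect; plate controls were no compound for no effect and no enzyme for full effect; nearly all actives have a fitted effect of over 20% in size; some results filed as inactive show a strong effect at the top dose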
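AmpC (5.3 nM in the dispensed reagent) in 20 mM phosphate pH 7.0 with 0.01% (detergent screen) or 0.0001% Triton X-100 was preincubated with compounds for 15 min at room temperature. Nitrocefin was then added from an 800 uM solution, and hydrolysis was followed at 480 nm.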
AMA1-RON2 inh – disrupts binding of P. falciparum AMA1 to RON2; AlphaScreen AMA1-biotinylated RON2 peptide binding; Potency, µM (highest dose often 58.2 µM), for the others: at the highest dose activity change, negative = inhibition, most hits filed as inhibitors; hit rate 0.2% among 360,000; AID 720542;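 note: potency is the fitted concentration of half-maximal effect; 0% = vehicle wells and -100% = peptide control; nearly all actives have a fitted effect of over 45% in size; some results filed as inactive show a strong effect at the top dose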
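AMA1 (3D7) with his tag at 25 nM final met compounds first, then biotinylated RON2 peptide at 25 nM; detection used donor plus acceptor beads, 10 µg/mL apiece, read by AlphaScreen after 30 min at room temperature.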
* hit, by the source's call; ? = inconclusive; . = no result given; & = joins results of further samples; [ ] = another dose, or the depositor's remark. Unless noted, calls come from the whole dose curve; as a rule, active = well fitted curve in the direction sought with a large enough effect; inconclusive = small, poorly fitted or top-dose-only effect, or another doubt; inactive = no such curve, though single readings can be large; an effect the other way counts as inactive or inconclusive. Unless noted, % is set by controls: 0 for no effect and ±100 for the full control effect.

Second line of a record: LmPK inhibitor, HCV inhibitor, TbPYK inhibitor, AmpC detergent, HCMV antiviral, AmpC inh no detg, AMA1-RON2 inh
O=C(O)C1(O)C[C@@H](O)C(O)[C@H](O)C1 (stereo partly drawn)
 : ., ?, -13%, ., 12, ., 0%
COCCn1cnc2c(c1=O)c1nc3ccccc3nc1n2/N=C/c1ccc(OC)c(OC)c1
 : 1%, -10%, -3%, -4%, -8, 40%[activator], 16%
CC(=O)c1sc(-c2ccccc2)cc1NS(=O)(=O)c1ccccc1
 : 6%, 0%, 0%, 0%, 33, -17%, -19%
CCc1ccc(CNC(=O)CCC(=O)n2ncc3cc(C)ccc32)cc1
 : -3%, 5%, -11%, -7%, 11, -15%, 4%
CC(=O)Nc1ccc(Oc2cnccn2)cc1
 : -5%, 6%, -5%, 5%, -20, -16%, -8%
COc1ccc2c(c1)[nH]c1c(=O)n(/N=C/c3ccc(OC)c(CN4CCCCC4)c3)cnc12
 : 4%, -7%, -7%, -1%, -31, 0%, 5%
Cc1ccc(CC(=O)NCc2ccc3c(c2)OCO3)cc1
 : -1%, 0%, -2%, -3%, -24, ., ?
CCOc1ccccc1N1C(=O)CC(N(O)c2ccccc2)C1=O (stereo not drawn)
 : 11%, 2%, -16%, ?, 13, -16%, -18%
O=C1CNC(=S)N1CCCc1ccccc1
 : -2%, 13%, -8%, -12%, ., -19%, 1%
C=CCSc1nnc2c(n1)OC(c1c(C)[nH]n(-c3ccccc3)c1=O)Nc1ccccc1-2 (stereo not drawn)
 : 4%, 14%, -3%, -2%, 10, -32%, -2%
CCCCCC1CCC(C(=O)NCCN2CCOCC2)CC1 (stereo not drawn)
 : 5%, -21%, 2%, 9%, -24, 33%, 7%
COc1ccc(-c2ccnc3nc(N4CCN(c5ccccc5)CC4)nn23)cc1
 : 0%, ?, 4%, -8%, -10, -21%, -2%
Nc1c2c(=O)oc(-c3ccccc3)cc2nn1-c1ccccc1
 : 4%, ?, -4%, -10%, 20, -16%, 0%
COc1cc(C2NC(=S)NC(C)=C2C(=O)c2ccccc2)ccc1O (stereo not drawn)
 : 0%, -10%, -5%, -5%, -3, 14µM*, -2%
Cc1ccc(CN2CCN(C3CCCC3)C(CCO)C2)s1 (stereo not drawn)
 : 4%, 6%, 1%, 1%, 35, 7%, 2%
COc1ccc(S(=O)(=O)Cc2ccc(C(=O)NCC(OC)OC)o2)cc1
 : -4%, 20%, 3%, 3%, -16, -8%, -10%
COC(=O)C1=C(c2ccc(OC(F)(F)F)cc2)C[C@@H]2CC[C@H]1N2C(=O)N1CCCCC1
 : ., ?, -1%, -5%, ?, 157%[activator], -3%
COc1cccc(CC(=O)OCC(=O)c2cc(OC)c(OC)c(OC)c2)c1
 : ., -10%, 8%, ., 3, 23%, 9%
CC(C)NC(=O)c1ccc(NC(=O)CC2SC(N3CCCC3)=NC2=O)cc1 (stereo not drawn)
 : ., 10%, -5%, 9%, -26, -15%, -3%
O=C(Nc1ccc(C(=O)N2CCCCC2)cc1)c1nsc2ccccc12
 : ., ., ?, 11%, -7, ., .
Cc1ccc(S(=O)(=O)N2CCN(CC(=O)NCC3(N4CCOCC4)CCCCC3)CC2)cc1
 : ., 20%, 0%, ?, -29, -12%, 18%
O=C(N/N=C/c1cccnc1)c1cccc(NC(=O)c2cccc(Br)c2)c1
 : -3%, -20%, 2%, -6%, 8, -17%, 12%
O=C(Nc1cc(Br)c(O)c(Br)c1)c1cccc(NC(=O)c2ccco2)c1
 : 3%, 2%, -3%, -14%, 26, -59%, -8%
Cc1ccc(S(=O)(=O)N2CCN(C(=O)CCC(=O)NCCc3ccc(S(N)(=O)=O)cc3)CC2)c(C)c1
 : 2%, 3%, -1%, -5%, ?, 71%[activator], 1%
CC12CC3(C)CC(C)(C1)CC(C(=O)NC(=S)N1CCCC1)(C2)C3
 : 2%, 9%, -23%, 0%, -16, -10%, 43%[activator]
Cc1cccc2cc(C(c3nnnn3C(C)(C)C)N(Cc3ccco3)CC3CCCO3)c(=O)[nH]c12 (stereo not drawn)
 : 6%, 12%, 3%, -8%, -25, 69%[activator], -3%
CCOC(=O)C1CC(c2ccccc2)=NN1c1ccccc1 (stereo not drawn)
 : ., ., -7%, ., -14, ., 160%[activator]
CCOc1cnc(C(=O)NNC(=O)c2ccccc2Br)o1
 : ?, 11%, 2%, 6%, -21, -18%, -5%
Cc1cc(OCCn2c(C3CC(=O)N(Cc4ccc(F)cc4)C3)nc3ccccc32)ccc1Cl (stereo not drawn)
 : ., ., -10%, 10%, -17, ., .
Cc1ccccc1NC(=O)c1ccc(OCC(=O)Nc2ccccc2F)cc1
 : -2%, -14%, -18%, 5%, -27, -31%, -3%
Cc1cc(=O)oc2cc(NC(=S)NCc3cccnc3)ccc12
 : 1%, 2%, -6%, 2%, -31, -35%, -3%
O=C(CSc1nccc(=O)[nH]1)Nc1ccccc1Sc1ccccc1
 : -1%, 17%, 2%, -2%, -29, -30%, 0%
COc1ccccc1NS(=O)(=O)c1cc(C(=O)NCC(c2ccco2)N2CCCCC2)ccc1C (stereo not drawn)
 : ., ?, 5%, ?, -15, -15%, 56%[activator]
C=CCn1cccc(/C=C/C(=O)c2ccc(C(C)(C)C)cc2)c1=S
 : 8%, 10µM*, -22%, ?, 8, -6%, ?
Cc1nn(Cc2ccccc2)c(C)c1NC(=O)CCC(=O)O
 : -1%, 13%, 7%, -14%, -5, -16%, -4%
C[C@H](CO)N1C[C@H](C)[C@@H](CN(C)S(=O)(=O)c2cccc(C#N)c2)OCc2cnnn2CCCC1=O
 : ., ., 1%, ., 28, ., 5%
CCn1c(CC(=O)Nc2ccc(C)c(Cl)c2)nnc1SCc1ccc(Cl)c(Cl)c1
 : -1%, 9%, 1%, 0%, -20, -14%, -2%
CCOc1ccc(OCCC(=O)Nc2cccc(S(=O)(=O)N3CCCC3)c2)cc1
 : ., 11µM*, -7%, -19%, -32, -50%, -5%
C=CCSc1nc2sc3c(c2c(=O)[nH]1)CCC3
 : 3%, 14%, -12%, 2%, -8, -19%, 11%
CN(C)C(=O)CCSc1nnc(-c2ccncc2)o1
 : 6%, 19%, 0%, -12%, ?, -15%, -1%
CCCn1c(C)cc(C(=O)COC(=O)c2ccc(Cl)c(S(=O)(=O)N3CCCC3)c2)c1C
 : 1%, ?, -7%, ?, 23, 4%, -19%
COc1ccc(/C=N/Nc2nc3ccccc3s2)cc1O
 : -5%, 0%, 4%, 2%, -34, -32%, 3%
Clc1ccc(-c2cn3cccnc3n2)cc1
 : -1%, 0%, 1%, -11%, 80, -10%, -3%
CCOC(=O)C#CC(CCc1ccccc1)OS(N)(=O)=O (stereo not drawn)
 : 1%, 15%, -10%, -11%, 9, -18%, -9%
O=C(Cc1ncc(C(F)(F)F)cc1Cl)N1CCN(c2cccc(Cl)c2)CC1
 : -1%, ?, ., -2%, -26, 49%, 13%
c1cncc(CN2CCN(c3cc(-c4cnc5ccccc5c4)nc4ccnn34)CC2)c1
 : ., ., 4%, ., -19, ., 5%
COc1cccc(C(=O)NC2CC3CCCC(C2)N3CC(=O)Nc2ccccc2C(F)(F)F)c1 (stereo not drawn)
 : -6%, 6.3µM*, -8%, ?, ?, 24%, -8%
CCOC(=O)c1c(C)[nH]c(C)c1S(=O)(=O)N1CCCC(C(=O)NCc2ccc(N(C)C)cc2)C1 (stereo not drawn)
 : ., ., -7%, -6%, 3, ., .
Cc1cc(C2(c3ccc(O)c(C)c3)C(=O)N(C)c3ccc(Br)cc32)ccc1O
 : ., 13%, -13%, ., 63, ., -4%
O=C(CCC1CCCC1)N1CCC(N2CCN(c3ccccc3)CC2)CC1
 : -5%, -7%, 16%, 1%, -6, 69%[activator], -10%
Cc1ccccc1OCC1CN(CN2CCOCC2)C(=O)O1 (stereo not drawn)
 : -2%, 8%, -9%, -15%, -8, 1%, 12%
C#CCOCCOCCOCCNc1nc(N2CCN(C(=O)[C@H](CCCCN)n3cc(CCC(=O)O)nn3)CC2)nc(N2CCN(C(=O)[C@H](CCCCN)n3cc(CC(C)O)nn3)CC2)n1 (stereo partly drawn)
 : ., 0%, 4%, ?, ?, 103%[activator], -6%
COC(=O)c1cn(C)c2ccc(S(=O)(=O)N3CCCCC3)cc2c1=O
 : -1%, 2%, -7%, -4%, 21, -1%, 0%
CCn1cc(Cl)c(C(=O)Nc2cc(C(=O)OC)cc(C(=O)OC)c2)n1
 : 3%, -12%, 4%, 8%, 7, -10%, -3%
O=C(CSc1nnc(-c2ccc(NS(=O)(=O)c3ccccc3)cc2)o1)NCC1CCCO1 (stereo not drawn)
 : 3%, -12%, -7%, ?, 10, -13%, -2%
O=C(COC(=O)c1cc(S(=O)(=O)N2CCOCC2)cs1)c1ccccc1
 : 6%, 15%&1%, -4%, 0%, 33, -1%, -2%
COc1ccc(-c2csc(NC(=O)CN3C(=O)C4CC=CCC4C3=O)n2)cc1OC (stereo not drawn)
 : ., ?, 6%, ., -111*, ., -3%
COc1ccc(-n2c(SCC(=O)Nc3ccc(Cl)cc3)nc(O)c(Cc3ccccc3)c2=O)cc1
 : 0%, 3%, -7%, 1%, 15, -20%, -7%
O=C(O)COc1ccccc1/C=N/NC(=O)CSc1nc2ccccc2c(=O)n1-c1ccccc1
 : -1%, 5%, -5%, 0%, -31, -25%, 6%

A draw from above in order of count of non-hydrogen atoms, lowest first:
Second line of a record: LmPK inhibitor, HCV inhibitor, TbPYK inhibitor, AmpC detergent, HCMV antiviral, AmpC inh no detg, AMA1-RON2 inh
Cc1ccccc1OCC1CN(CN2CCOCC2)C(=O)O1 (stereo not drawn)
 : -2%, 8%, -9%, -15%, -8, 1%, 12%
COC(=O)c1cn(C)c2ccc(S(=O)(=O)N3CCCCC3)cc2c1=O
 : -1%, 2%, -7%, -4%, 21, -1%, 0%
CCOC(=O)c1c(C)[nH]c(C)c1S(=O)(=O)N1CCCC(C(=O)NCc2ccc(N(C)C)cc2)C1 (stereo not drawn)
 : ., ., -7%, -6%, 3, ., .
C#CCOCCOCCOCCNc1nc(N2CCN(C(=O)[C@H](CCCCN)n3cc(CCC(=O)O)nn3)CC2)nc(N2CCN(C(=O)[C@H](CCCCN)n3cc(CC(C)O)nn3)CC2)n1 (stereo partly drawn)
 : ., 0%, 4%, ?, ?, 103%[activator], -6%
